# SRC1 inh = inhibits human SRC1 coactivator; HEK293 GAL4-SRC1 luciferase reporter, luminescence; inhibition, % at 3.6 µM; hit rate 0.12% among 360,000; Q15788; AID 588354;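 active = inhibition above the campaign mean plus 3 SD, with each screening campaign given its own cutoff, cut at about 60% in these data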;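 also: 0% = DMSO treated cells and 100% = gossypol at 36 µM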
# TROY signal inh = TROY signaling inhibition. Q293 LMP1-TROYcd NF-kB luciferase reporter, 4 h. inhibition, % at 10 µM. hit rate 0.98% among 360,000;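 active = compounds whose plate-normalised and pattern-corrected inhibition of the luciferase reporter signal at the single screening dose is 50% or more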
# EBV LMP1 NFkB = Epstein-Barr LMP1 NF-kappaB reporter inhibition. LMP1-induced NF-kappaB luciferase reporter cells, luminescence. inhibition, % at 12.5 µM. hit rate 0.69% among 350,000. AID 504558; in the data active = inhibition above about 41%;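 also: 0% = neutral control wells and 100% = reference inhibitor control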
# NR2F2 inh = blocks human COUP-TFII nuclear receptor. HEK293T NGFI-A luciferase reporter, luminescence. P24468. hit rate 0.7% among 370,000. inhibition, % at 8.6 µM;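 active = inhibition above a per-plate cutoff, mean inhibition of test wells between control levels plus 3 SD, cut at about 38% in these data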;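 also: cells cotransfected with COUP-TFII expression vector driving the NGFI-A reporter; 0% = median of COUP-TF2 test wells and 100% = reporter-only cells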
# TRAIL sens C8 = caspase-8 TRAIL sensitization; NB7+C8 cells + TRAIL, ATPlite viability luminescence; inhibition (viability loss, TRAIL sensitization), % at 10 µM; hit rate 1% among 360,000;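 active = compounds causing at least 50% loss of cell viability in the single-dose screen, relative to plate controls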
# TLR9-MyD88 block = TLR9-MyD88 interaction inhibition; CHO BLA complementation TLR9-MyD88, CCF4 FRET ratio; inhibition, % at 4.98 µM; hit rate 0.21% among 340,000;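 active = inhibition above the mean over all tested compounds plus 3 SD, cut at about 21% in these data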;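 also: 0% = DMSO only wells and 100% = clavulanate BLA inhibitor control wells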
# NOD2 RIPK2 PPI = inhibitors of human NOD2-RIPK2 interaction | CHO BLA complementation NOD2-RIPK2, CCF4 ratio | inhibition, % at 4.98 µM | O43353 | hit rate 0.38% among 360,000; in the data active = inhibition above about 21%;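 also: 0% = vehicle only and 100% = reference blocker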
# NCOA2 inhibitor = inhibits human steroid receptor coactivator 2; inhibition, % at 9 µM; hit rate 0.17% among 370,000; Q15596; AID 651957; HEK293 GAL4-SRC2 luciferase reporter, luminescence;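 active = inhibition above the mean inhibition of all tested compounds plus 3 SD, set per campaign, cut at about 52% in these data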;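 also: 0% = DMSO treated cells and 100% = cells given Gossypol at 36 µM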
# LRH-1 inv ag = inverse agonists of human LRH-1 (NR5A2); O00482; HEK293T StAR-luciferase reporter, LRH-1 transfected, 24 h; inhibition, % at 3.6 µM; hit rate 0.13% among 360,000; AID 602396;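 active = inhibition above the mean inhibition of all tested compounds plus 3 SD, cut at about 73% in these data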;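 also: 0% = DMSO wells and 100% = reporter-only cells lacking LRH-1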
# Vif imaging = inhibitors of HIV Vif | hit rate 0.35% among 340,000 | HEK293T cells, Vif self-association by quenched fluorescence, imaging, 24 h | inhibition, % at 7.49 µM; in the data active = inhibition above about 50%, passing the limit was not always enough; also: some results filed as inactive read as strong as hits
# SRC3 inh = inhibits human SRC3 coactivator; HEK293 GAL4-SRC3 luciferase reporter, luminescence; inhibition, % at 3.6 µM; hit rate 0.17% among 360,000;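 active = inhibition above a per-campaign cutoff, the mean of all compounds plus 3 SD, cut at about 60% in these data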;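 also: 0% = DMSO-treated cells and 100% = gossypol-treated cells at 36 µM; higher means less SRC3-driven luciferase light from the GAL4 reporter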
# The depositor's hits bear a star; · = no result given.
SMILES,SRC1 inh,TROY signal inh,EBV LMP1 NFkB,NR2F2 inh,TRAIL sens C8,TLR9-MyD88 block,NOD2 RIPK2 PPI,NCOA2 inhibitor,LRH-1 inv ag,Vif imaging,SRC3 inh
O=C(NC1CCCCCC1)C1CCC(=O)N(Cc2ccccc2F)C1 (stereo not drawn),-13,-27,-6,-6,6,1,-15,-17,-5,-1,-6
Cc1ccc(S(=O)(=O)c2cc(C#N)c(=O)[nH]c2N)cc1,11,-2,11,6,3,0,-6,-17,6,-1,20
Cc1nn(Cc2ccccc2Cl)c(C)c1NC(=O)c1ccn(C)n1,-18,-22,5,7,-20,-3,1,15,-3,-1,14
COC(=O)c1ccc(CO/N=C(\NC(C)=O)c2nonc2NC(C)=O)cc1,-7,-7,-5,0,-7,-4,1,5,-3,1,6
C=CCn1c(SCC(=O)NCC)nnc1-c1cc2c(s1)CCC(CC)C2 (stereo not drawn),-25,-53,-15,-13,10,-2,2,-14,-66,-12,-33
Cc1cc(C)n2nc(C(=O)N/N=C/c3ccccc3Cl)nc2n1,11,-20,3,9,-7,12,-8,-29,-16,1,13
Cc1cc(Cn2nnc3ccccc32)c(O)c(C(C)(C)C)c1,-2,-8,6,-6,3,1,-4,-5,6,-2,13
CN(C)C(=O)c1ccccc1Sc1ccc(Cl)cc1Cl,-11,0,-3,0,-15,-14,-9,-23,14,-2,11
CCOC(=O)c1c(NC(=O)CSc2nnc(Cc3csc(N)n3)n2C)sc(C)c1C,6,17,-42,9,2,-5,-11,10,25,·,-46
O=C(Nc1ccccc1)C1CCN(C(=O)c2ccco2)CC1,-27,-15,-6,-14,14,0,-5,9,-23,-5,10
COc1ccc(S(N)(=O)=O)cc1C(=O)OCC(=O)Nc1ncc(Cl)c(C)c1Cl,-11,-13,5,13,-9,-3,-12,-4,11,1,-18
Cc1ccc(C)c(N2CCN(C(=O)Cc3ccc(-n4c(=O)[nH]c5ccsc5c4=O)cc3)CC2)c1,11,25,6,-22,20,-12,-3,4,-17,-3,13
CC(C)(C)c1ccc(CC(=O)N2CCC2(C)C(=O)NCc2cccc3ccccc23)cc1 (stereo not drawn),-1,5,·,21,25,·,3,2,17,-9,5
CCCCNC(=O)N(CC)c1c(N)n(Cc2ccccc2)c(=O)[nH]c1=O,-22,8,3,-4,-16,2,2,-15,-4,9,-11
CSCCC1NC(=O)C(C(C)=NNC(N)=O)=C1O (stereo not drawn),-6,7,-2,-10,-11,-18,3,-10,-14,1,-1
O=C(NCCC(=O)N1CCNC1=O)OCc1ccccc1,-3,-25,5,-5,-10,0,-11,-22,-19,3,8
Nc1nc(-c2cccs2)c(NC(=O)c2ccccc2)s1,4,-1,-1,23,-16,4,-8,7,7,-1,12
CSCCC(N=C1NS(=O)(=O)c2ccccc21)C(=O)NCc1ccccc1F (stereo not drawn),3,19,0,-18,-4,-3,-3,1,-3,·,8
Cc1oc(-c2ccccc2)[n+]([O-])c1C,-4,1,-5,-3,-11,10,4,12,-6,9,12
N/C(=N\OC(=O)CCC1CCCCC1)c1ccccn1,-86,-40,-11,-43,-6,10,-7,-48,-120,-6,-75
COC(=O)[C@@]1(Cc2ccc(F)cc2)[C@H]2c3cc(C(=O)N4CCCC4)n(CCc4ccc(OC)c(Br)c4)c3C[C@H]2CN1C(=O)c1ccccc1,·,9,·,-9,23,·,-13,-19,-5,·,·
Cc1cccc(NC(=O)CSc2ncnc3nc[nH]c23)c1,-11,-3,35,8,-16,-11,-5,-28,18,3,5
CO/N=C/c1ccc(Sc2ccccc2N)c([N+](=O)[O-])c1,2,-9,0,4,-4,-5,2,-4,-1,25,-2
CC(C)CCNc1cc(=O)n(C)c(=O)n1C,1,2,-8,2,6,-5,-14,19,18,3,10
COc1ccc(-c2csc3nc(-c4ccccc4F)oc(=O)c23)cc1OC,-32,-15,-8,-37,28,-8,-6,-8,-24,0,-4
O=C(CSc1n[nH]c(-c2cccs2)n1)N1CCCCC1,-22,-15,-3,-13,11,3,-1,8,-20,-3,-5
CC1(c2nc3ccccc3[nH]2)CCC(=O)N1Cc1ccc(F)cc1 (stereo not drawn),3,-4,·,-14,-12,·,0,10,-28,·,7
CC(C)n1nccc1NS(=O)(=O)c1ccccc1,-13,4,-5,1,-7,-10,3,-12,13,7,17
CCCCn1c(=O)[nH]c2c(oc3ccccc32)c1=O,-15,-42,-2,3,7,-6,4,-8,-18,-14,-7
C[C@H](CO)N1C[C@H](C)[C@@H](CN(C)S(=O)(=O)c2ccc3ccccc3c2)OCc2cn(nn2)CCCC1=O,-3,13,2,-2,7,8,6,-6,16,-9,4
Cc1ccc(C2(C)NC(=O)N(CC(=O)Nc3ccc4c(c3)CCC4)C2=O)cc1 (stereo not drawn),-21,-4,-1,-25,-2,-3,0,11,28,-1,3
CCOC(=O)N1CCC(NC(=O)c2oc3c(C)c(C)ccc3c2C)CC1,14,0,-3,-7,-29,3,-5,-51,-5,-3,19
O=S(=O)(c1cccc(C(F)(F)F)c1)N1CCCC1c1cccnc1 (stereo not drawn),11,4,-6,16,0,2,9,-5,-17,-7,31
CC(OC(=O)c1cccc(-n2cnnn2)c1)C(=O)Nc1ccc(F)c(F)c1F (stereo not drawn),-33,11,-2,-17,11,-11,-5,0,2,-3,3
CN(C)CCN(C(=O)c1ccc(S(=O)(=O)N2CCc3ccccc32)cc1)c1nc2ccc(F)cc2s1,-18,-11,-1,-15,-13,11,-9,-25,2,-2,-53
CCN(CC)S(=O)(=O)c1cccc(NC(=O)CCSc2ccc(Cl)cc2)c1,3,48,7,10,15,-8,3,7,9,2,4
S=c1[nH]nc(CNc2cccc(Cl)c2)o1,3,-1,7,17,-5,-9,-10,14,8,-2,7
CCN(CC)CC(=O)c1c[nH]c2ccc(OC)cc12,-7,-18,-6,7,-6,5,-2,-24,0,-9,18
O=C(Nc1cc(Cl)ccc1N1CCOCC1)c1ccc(F)c(S(=O)(=O)N2CCOCC2)c1,-45,-10,3,-8,-6,-10,-5,-17,-2,-9,11
CCOC(=O)c1c(NC(=O)C(C)S(=O)(=O)c2cn(CC)c3ccccc23)sc2c1CCCC2 (stereo not drawn),-41,19,9,-7,4,1,-8,16,-10,4,-6

# 16 entries from above, tab-delimited:
Structure	SRC1 inh	TROY signal inh	EBV LMP1 NFkB	NR2F2 inh	TRAIL sens C8	TLR9-MyD88 block	NOD2 RIPK2 PPI	NCOA2 inhibitor	LRH-1 inv ag	Vif imaging	SRC3 inh
COc1ccc(-c2csc3nc(-c4ccccc4F)oc(=O)c23)cc1OC	-32	-15	-8	-37	28	-8	-6	-8	-24	0	-4
O=C(CSc1n[nH]c(-c2cccs2)n1)N1CCCCC1	-22	-15	-3	-13	11	3	-1	8	-20	-3	-5
CC1(c2nc3ccccc3[nH]2)CCC(=O)N1Cc1ccc(F)cc1 (stereo not drawn)	3	-4	·	-14	-12	·	0	10	-28	·	7
CC(C)n1nccc1NS(=O)(=O)c1ccccc1	-13	4	-5	1	-7	-10	3	-12	13	7	17
CCCCn1c(=O)[nH]c2c(oc3ccccc32)c1=O	-15	-42	-2	3	7	-6	4	-8	-18	-14	-7
C[C@H](CO)N1C[C@H](C)[C@@H](CN(C)S(=O)(=O)c2ccc3ccccc3c2)OCc2cn(nn2)CCCC1=O	-3	13	2	-2	7	8	6	-6	16	-9	4
Cc1ccc(C2(C)NC(=O)N(CC(=O)Nc3ccc4c(c3)CCC4)C2=O)cc1 (stereo not drawn)	-21	-4	-1	-25	-2	-3	0	11	28	-1	3
CCOC(=O)N1CCC(NC(=O)c2oc3c(C)c(C)ccc3c2C)CC1	14	0	-3	-7	-29	3	-5	-51	-5	-3	19
O=S(=O)(c1cccc(C(F)(F)F)c1)N1CCCC1c1cccnc1 (stereo not drawn)	11	4	-6	16	0	2	9	-5	-17	-7	31
CC(OC(=O)c1cccc(-n2cnnn2)c1)C(=O)Nc1ccc(F)c(F)c1F (stereo not drawn)	-33	11	-2	-17	11	-11	-5	0	2	-3	3
CN(C)CCN(C(=O)c1ccc(S(=O)(=O)N2CCc3ccccc32)cc1)c1nc2ccc(F)cc2s1	-18	-11	-1	-15	-13	11	-9	-25	2	-2	-53
CCN(CC)S(=O)(=O)c1cccc(NC(=O)CCSc2ccc(Cl)cc2)c1	3	48	7	10	15	-8	3	7	9	2	4
S=c1[nH]nc(CNc2cccc(Cl)c2)o1	3	-1	7	17	-5	-9	-10	14	8	-2	7
CCN(CC)CC(=O)c1c[nH]c2ccc(OC)cc12	-7	-18	-6	7	-6	5	-2	-24	0	-9	18
O=C(Nc1cc(Cl)ccc1N1CCOCC1)c1ccc(F)c(S(=O)(=O)N2CCOCC2)c1	-45	-10	3	-8	-6	-10	-5	-17	-2	-9	11
CCOC(=O)c1c(NC(=O)C(C)S(=O)(=O)c2cn(CC)c3ccccc23)sc2c1CCCC2 (stereo not drawn)	-41	19	9	-7	4	1	-8	16	-10	4	-6

# Additional compounds.
SMILES,SRC1 inh,TROY signal inh,EBV LMP1 NFkB,NR2F2 inh,TRAIL sens C8,TLR9-MyD88 block,NOD2 RIPK2 PPI,NCOA2 inhibitor,LRH-1 inv ag,Vif imaging,SRC3 inh
O=C(CSc1ccc(Cl)cc1)Nc1cccc(-c2nc3ncccc3o2)c1,7,67*,7,-2,36,-5,1,10,0,-17,7
Nc1ccc(C(=O)OCCCc2nc3ccccc3[nH]2)cc1,4,·,-6,-12,-11,-3,2,16,-3,-19,-1
O=C(COC(=O)c1ccc(F)cc1Cl)NC1CCCCCCC1,1,-44,-5,-10,4,-10,-4,2,-30,12,-9
Cc1ccccc1OCc1nnc(SCC(=O)NC2CCCCC2)o1,2,9,5,11,7,19,0,11,-2,-9,18
CCNC(=S)NCc1ccc(OC)c(OC)c1,-44,2,2,7,6,-6,-5,-22,-8,15,2
CCOC(=O)c1cnn(-c2ccccc2)c1-n1cccc1C(=O)C(=O)Nc1ccccc1C(F)(F)F,8,11,3,3,-8,-2,0,-23,-5,0,28
C=C(C)CN=C1SC(C(=O)Nc2sc3c(c2C(=O)OC)CCC3)C(N)=C1C(N)=O (stereo not drawn),-11,5,-10,4,7,4,4,-2,8,-5,19
COc1ccc(CN2CCN(CCCc3ccccc3)C(CCO)C2)c(O)c1 (stereo not drawn),-7,22,-5,1,1,-3,6,-7,-16,-1,-8
COC(=O)CCC(=O)NNC(=O)CCCOc1ccc(Cl)cc1Cl,-10,6,-6,19,0,6,-1,15,17,-3,-8
CSc1nc(Cc2ccccc2)cc(=O)[nH]1,-10,-8,-2,5,-7,-6,2,3,5,8,14
COc1cccc(-n2c(-c3ccc4[nH]c(C)c(C)c4c3)n[nH]c2=S)c1,-6,0,-3,6,0,3,5,1,-9,0,8
COc1ccc(/C=C/C(=O)NC(=S)Nc2ccccn2)cc1,-101,-39,-15,-38,51*,-2,5,-41,-79,13,-103
CC1CCN(CC(=O)NC2CCCCC2)CC1,-43,3,7,-16,-1,3,-8,-15,-2,4,-11
COc1cccc2sc(N(CCCN(C)C)C(=O)c3ccc(S(=O)(=O)N4CCCc5ccccc54)cc3)nc12,-5,-3,-9,17,35,-8,10,-2,-8,-5,13
CC1SC(c2ccc(Cl)cc2)NC1=O (stereo not drawn),7,-13,-2,6,-12,-9,-5,-24,-19,·,-3

# Compound activity from PubChem BioAssay.

# A portion of the library (hit frequency here may not be typical).
